NOD2 RIPK2 PPI – NOD2-RIPK2 binding disruptors in cells, primary screen, fluorescence, CHO cells, BLA complementation; Receptor-interacting serine/threonine-protein kinase 2 (Homo sapiens), O43353; CCF4 ratio; inhibition, % at 4.98 µM; 0.38% of 360,000 active; in the data active means inhibition above about 21%;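 further: 0% = vehicle only and 100% = reference blocker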
ABHD5 PLIN5 PPI – ABHD5-PLIN5 interaction inhibitors, primary screen, cell lysate, split luciferase complementation, luminescence; Perilipin-5 (Homo sapiens) + 1-acylglycerol-3-phosphate O-acyltransferase ABHD5 (Homo …; AID 602281, 2012; 0.78% of 360,000 active; Split G. princeps luciferase complementation, 4 h; inhibition, % at 4 µM;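 active means inhibition above the mean inhibition across every tested compound plus 3 SD, cut at about 22% in these data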;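 further: 0% = DMSO only wells and the 100% control is not disclosed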
MC4R barr agon – MC4R agonists recruiting beta-arrestin, primary screen, cell-based, luminescence, agonist arm of biased-ligand search | AID 540308, 2011 | Melanocortin receptor 4 (Homo sapiens), P32245 | U2OS MC4R beta-arrestin complementation; percent of melanotan II response, DMSO zero | 0.98% of 360,000 active | activation, % at 8.9 µM;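 active means activation above a per-plate cutoff, the mean activation of sample wells on that plate plus 3 SD, cut at about 8% in these data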
ABCB6 inh 2 – ABCB6 transporter inhibitors, primary screen, K562-ABCB6 cells, flow cytometry, MLPCN library; 0.19% of 360,000 active; K562-ABCB6 porphyrin accumulation, 1 h; stronger effect = lower value; AID 602162, 2011; fluorescence ratio to DMSO, % at 10 µM; ATP-binding cassette sub-family B member 6 (Homo sapiens), Q9NP58;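 active means fluorescence ratio to DMSO below 75%, the collection mean minus 3 SD; inconclusive means too few cells collected in the well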;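 further: signal is porphyrin accumulated inside mitochondria; 100% equals median channel fluorescence of DMSO control wells; lower ratio means ABCB6 inhibition with less porphyrin fluorescence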
Target sequence (Q9NP58 whole entry, looked up): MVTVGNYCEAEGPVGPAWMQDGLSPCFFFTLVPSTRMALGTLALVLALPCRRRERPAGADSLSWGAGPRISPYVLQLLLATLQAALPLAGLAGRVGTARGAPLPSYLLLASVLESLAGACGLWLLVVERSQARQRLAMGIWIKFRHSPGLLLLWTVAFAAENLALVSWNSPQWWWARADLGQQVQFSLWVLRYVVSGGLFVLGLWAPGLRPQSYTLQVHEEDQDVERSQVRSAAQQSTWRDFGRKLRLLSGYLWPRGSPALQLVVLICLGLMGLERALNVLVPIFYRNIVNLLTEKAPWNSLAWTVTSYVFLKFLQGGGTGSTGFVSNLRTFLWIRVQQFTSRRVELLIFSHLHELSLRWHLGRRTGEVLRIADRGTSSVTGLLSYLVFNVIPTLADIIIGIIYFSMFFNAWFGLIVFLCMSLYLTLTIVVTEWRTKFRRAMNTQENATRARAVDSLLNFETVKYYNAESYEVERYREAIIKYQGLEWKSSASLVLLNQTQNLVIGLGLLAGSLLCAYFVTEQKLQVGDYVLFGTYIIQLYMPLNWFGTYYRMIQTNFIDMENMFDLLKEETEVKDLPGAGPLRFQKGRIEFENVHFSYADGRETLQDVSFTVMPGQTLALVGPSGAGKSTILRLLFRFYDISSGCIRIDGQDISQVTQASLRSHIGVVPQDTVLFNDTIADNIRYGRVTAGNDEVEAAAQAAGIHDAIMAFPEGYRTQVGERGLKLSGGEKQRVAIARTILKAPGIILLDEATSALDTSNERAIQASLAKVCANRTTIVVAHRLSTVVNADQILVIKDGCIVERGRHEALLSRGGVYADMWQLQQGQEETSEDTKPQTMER
HTR2A ag – mouse Htr2a agonists via beta-arrestin recruitment, primary screen, cell-based, luminescence; CHO-K1 mHTR2A beta-arrestin complementation; percent of 30 µM serotonin response; activation, % at 7.6 µM; 0.66% of 360,000 active;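 active means activation above a run cutoff, the mean activation of all tested compounds plus 3 SD, cut at about 14% in these data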;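 further: 0% = plate median of compound wells and 100% = 30 µM serotonin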
MC4R antagonist – MC4R antagonists of cAMP signaling, primary screen, cell-based, TR-FRET, antagonist arm of biased-ligand search. Melanocortin receptor 4 (Homo sapiens), P32245. MC4R-expressing cells, MTII-stimulated cAMP, LANCE TR-FRET. inhibition, % at 6.5 µM. 0.48% of 360,000 active. AID 540295, 2011;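 active means inhibition above its plate's cutoff, the mean of tested wells on that plate plus 3 SD, cut at about 29% in these data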;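 further: 0% = Melanotan II alone and 100% = Melanotan II plus saturating MCL0020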
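System: U2OS-MC4R stable cell line; Technique: Eu-cAMP/anti-cAMP TR-FRET, emission 671 nm; Repeats: single well per compound; Also added: Melanotan II; Dosing: one concentration, 6.5 µM nominal; Schedule: 30-min compound, 1-h challenge, 1-h detection, room temperature.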
H9c2 protect – cardioprotection against H2O2-induced cell death, primary screen, uHTS, H9c2 cells, ATPLite luminescence | H9c2 cardiomyocytes, H2O2 injury protection, 2 h | protection from H2O2 cell death, % at 20 µM | 0.63% of 360,000 active;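 active means compounds giving at least 50% protection of heart cells from peroxide-induced death in the single-dose screen, raw or plate-pattern-corrected value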;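 further: 0% = DMSO wells with peroxide and 100% = DMSO wells without peroxide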
N-glyco inh – increase of ERlucT glycosylation luciferase signal, primary screen, N-linked glycosylation inhibitor project, D54 ERlucT cells, luminescence, set 2 | D54 ERlucT glycosylation luciferase reporter, 24 h; percent of 100 nM tunicamycin response | reporter increase, % at 12.5 µM | 0.23% of 360,000 active;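 active means mean luciferase reporter signal, scaled so untreated is 0 and the glycosylation-blocking control 100, at or above a set limit in every replicate; inconclusive means mean reaches the limit but not every replicate does; inactive means mean below the limit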;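 further: luciferase carries N-glycosylation sites so blocking glycosylation raises the light; 0% = median of neutral control wells and 100% = median of 100 nM tunicamycin wells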
TLR9-MyD88 block – inhibitors of TLR9-MyD88 association in cells, primary screen, cell-based, CHO, BLA complementation, fluorescence. inhibition, % at 4.98 µM. 0.21% of 340,000 active. Toll-like receptor 9 (Homo sapiens) + Myeloid differentiation primary response protein …. CCF4 FRET ratio;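 active means inhibition above the mean over all tested compounds plus 3 SD, cut at about 21% in these data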;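 further: 0% = DMSO only wells and 100% = clavulanate BLA inhibitor control wells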
NCOA2 inhibitor – inhibition of GAL4-SRC2 driven luciferase reporter, primary screen, SRC2 inhibitor project, cell-based, luminescence; inhibition, % at 9 µM; HEK293 GAL4-SRC2 luciferase reporter; 0.17% of 370,000 active;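 active means inhibition above the mean inhibition of all tested compounds plus 3 SD, set per campaign, cut at about 52% in these data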;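 further: 0% = DMSO treated cells and 100% = cells given Gossypol at 36 µM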
* = called active by the depositor; ? = inconclusive; . = not tested or not shown.

SMILES	NOD2 RIPK2 PPI	ABHD5 PLIN5 PPI	MC4R barr agon	ABCB6 inh 2	HTR2A ag	MC4R antagonist	H9c2 protect	N-glyco inh	TLR9-MyD88 block	NCOA2 inhibitor
COc1ccc2oc(C(=O)NCCc3ccccc3)c(C)c2c1	5	-2	-3.0	102	2	-2	-11	-18	2	-4
O=C1C(=O)N(Cc2ccccc2)C(=O)N1CCOc1ccccc1	-4	-6	-0.8	100	-6	2	9	0	.	-15
CCCc1nc2c(C)cc(Br)cn2c1Cc1ccccc1C(F)(F)F	-8	-11	.	96	-6	.	-4	-1	.	-9
O=C(NCC(c1cccs1)N1CCOCC1)c1ccc(Cl)nc1 (stereo not given)	9	-1	-1.5	95	8	-1	1	9	-9	-6
Cc1ccc(C(C)C)c(OCC(=O)N/N=C/c2ccc(S(=O)(=O)O)o2)c1	0	-3	-1.1	106	-2	-3	-2	0	-5	1
O=C(CN1CCC(n2nnc3ccccc32)CC1)Nc1ccc2c(c1)CCC2	8	4	-0.2	95	-1	-2	1	-3	3	0
O=C1N/C(=C\c2ccc(O)cc2)C(=O)c2ccccc21	7	34*	-5.3	91	10	-22	-10	?	1	.
CCOC(=O)Cn1c(=O)oc2cc(S(=O)(=O)NCc3ccccn3)ccc21	-11	-3	0.3	103	3	0	4	-1	-1	-15
CN(CC(=O)Nc1ccccc1C(=O)NC1CC1)Cc1ccc(Cl)cc1	6	-3	-0.9	98	-2	1	-1	-1	0	9
Cc1cc([N+](=O)[O-])nn1CCCC(=O)NCc1ccc(F)cc1	-2	9	2.8	95	2	-2	5	-2	3	0
COc1ccc(C(=O)Nc2cc(C)nn2-c2cccc(F)c2)cc1	-1	-5	-0.9	100	2	-2	-6	0	9	6
CCN(CC(=O)Nc1ccccc1OC)C(=O)CCOc1ccc(C(C)(C)C)cc1	11	-8	-1.8	92	-3	3	-2	-1	8	14
Cc1ccoc1C(=O)N1CCCCC1C(=O)O (stereo not given)	-2	1	0.6	98	2	-5	9	0	-2	-4
CCOC(=O)NC(c1cccc(Cl)c1)C1CCCCCC1=O (stereo not given)	-17	1	0.2	94	-3	-4	9	-1	11	1
COc1ccc(NC(=O)CN(C)C(=O)c2ccccc2OC)cc1	-8	6	-0.8	99	-1	2	10	3	-6	-10
Cc1cc(=O)c2ccc(NC(=O)c3ccccc3)cc2[nH]1	-1	-2	0.2	97	-1	0	4	0	10	1
COC(=O)C1=C(C)N(CC2CC2)C(=NCCN2CCOCC2)N[C@H]1c1ccccc1	-22	1	-0.4	100	0	3	5	-1	-8	.
Cc1cc(CN2CCCC(N3CCc4ccccc4C3)C2)cc(C)c1O (stereo not given)	-3	6	0.3	98	-12	13	2	4	2	-71
O=Cc1ccc(OC(=O)C2CC(=O)N(c3ccc(F)cc3)C2)cc1 (stereo not given)	-7	0	2.0	107	-3	2	6	2	-8	-3
Cc1cc(N=Cc2c(O)ccc3cc(Br)ccc23)no1	-1	-2	3.3	100	5	2	66*	3	-14	-13

Brought forward from above: 2 compounds, then new ones.
SMILES	NOD2 RIPK2 PPI	ABHD5 PLIN5 PPI	MC4R barr agon	ABCB6 inh 2	HTR2A ag	MC4R antagonist	H9c2 protect	N-glyco inh	TLR9-MyD88 block	NCOA2 inhibitor
O=Cc1ccc(OC(=O)C2CC(=O)N(c3ccc(F)cc3)C2)cc1 (stereo not given)	-7	0	2.0	107	-3	2	6	2	-8	-3
Cc1cc(N=Cc2c(O)ccc3cc(Br)ccc23)no1	-1	-2	3.3	100	5	2	66*	3	-14	-13
COc1ccc(NC(=O)c2nc(C)n(-c3ccc([N+](=O)[O-])cc3)n2)cc1	3	3	-2.1	97	0	-4	-4	-2	-7	-5
COC(=O)c1ccc(/C=N\n2c(C)nnc2C)cc1	-7	8	-0.4	85	4	5	3	3	4	-8
CC[C@]12C(=O)N(C)C[C@H]([C@@H]3C(=O)N(Cc4ccccc4)C(=O)[C@@H]31)N2C(=O)c1ccc(C(C)(C)C)cc1	-8	3	-1.0	83	9	5	6	-1	-10	-10
CCN(CC)S(=O)(=O)c1ccc(/C=C/C(=O)OCC#N)cc1	0	-4	-2.4	101	0	21	5	3	-10	9
COCCNC(=O)/C(C#N)=C/c1ccc(OCc2ccccc2)cc1	7	10	-1.4	95	-10	1	-5	2	-8	-20
CC(Oc1cc(F)ccc1[N+](=O)[O-])C(=O)N(C)CC(=O)Nc1ccccc1C(F)(F)F (stereo not given)	-4	0	0.2	102	3	4	8	-2	-5	1
CCCCN1C2CCCC1CC(NC(=O)c1cccc(Cl)c1)C2 (stereo not given)	-12	-4	0.4	100	-5	17	2	0	-3	-1
CCC(Nc1ccc(OC)cc1)C(=O)N/N=C/c1ccc([N+](=O)[O-])cc1 (stereo not given)	5	-3	-1.6	95	6	-8	-10	0	-6	0
Cn1c(SCC(=O)c2ccccc2)nnc1-c1cccs1	7	-3	2.1	99	-1	-1	-1	-2	-4	-24
CCOCCc1nnc(NC(=O)c2cc(OC)c(OC)cc2[N+](=O)[O-])s1	-4	5	-2.5	103	0	12	2	2	5	-6
CC1CCCCN1CCCNC(=O)c1nn(C)c2c1CS(=O)(=O)c1ccccc1-2 (stereo not given)	10	-3	-3.8	102	-8	7	-1	2	0	-4
CN(C)CCCN(C(=O)c1ccc2c(c1)CCCC2)c1nc2ccc(Cl)cc2s1	9	28*	9.1*	101	-5	4	-29	-8	0	14
CC1CN(C(=O)COC(=O)CSc2ccc([N+](=O)[O-])cc2)CC(C)O1 (stereo not given)	3	-16	-5.1	95	-3	0	0	0	-8	-35
CCN(CC)S(=O)(=O)c1ccc2oc(Nc3ccc4c(c3)OCCO4)nc2c1	-8	-2	1.0	93	-2	10	1	-3	-2	10
COc1ccc(C(=O)OC2CCN(c3ncc(C(F)(F)F)cc3Cl)CC2)cc1	-6	2	-1.9	101	3	-1	-13	1	-5	-9
CCOc1ccc(C(CC(=O)O)NC(=O)c2cccs2)cc1OC (stereo not given)	-8	2	-3.1	290	-3	11	0	0	1	-38
CC(=O)c1c(C)n(-c2ccc(C)cc2)c2ccc(O)cc12	-11	-7	3.9	99	-5	1	27	-5	-17	28
O=C(CCc1nnc(-c2ccccc2)o1)NCC1CCN(C2CCCC2)CC1	-7	-2	0.7	105	0	-1	-5	1	-3	14
COc1ccccc1NS(=O)(=O)c1cn(C)cn1	4	-9	-1.1	106	-1	12	2	3	-3	-30
COCCCN1C(=O)C(CC(=O)NCCCN(C)C)CC(C(=O)N2CCOCC2)=C1C (stereo not given)	3	-1	.	86	1	.	-2	3	.	1
Cc1ccccc1-c1nc(CS(=O)(=O)CC(=O)NCCc2ccccc2)c(C)o1	-3	-11	-2.2	99	2	-3	1	1	4	0
COc1ccc(CNC(=O)COc2cc3c(c4oc(=O)cc(C)c24)CCC(C)(C)O3)c(OC)c1	-4	-7	2.9	97	1	13	8	0	.	-17
COc1cc(CN2CCC(C(=O)N3CCN(c4ccccc4F)CC3)CC2)cc(OC)c1O	-5	9	1.3	100	-1	-5	-1	1	-5	0
O=C(CSc1ccccc1F)NCC(c1ccco1)N1CCCCC1 (stereo not given)	-2	4	0.3	117	4	-1	0	0	10	-23
Oc1c(C(Nc2ccccn2)c2cccnc2)cc(Cl)c2cccnc12 (stereo not given)	5	6	-4.8	100	-31	3	37	-1	18	9
CN(C)S(=O)(=O)c1ccc(NC(=O)N2CCN(c3ccccc3)CC2)cc1	-6	1	0.2	94	0	-1	0	4	-2	-7
CCOC(=O)N1CCN(C(=O)CSc2nc3c([nH]c4ccccc43)c(=O)n2C)CC1	-7	-4	0.1	97	-1	1	30	3	7	-12
CC(C)C1C(=O)N(Cc2cn(CCC3OCCCO3)nn2)CCS(=O)(=O)N1Cc1ccc(-c2ccc(Cl)c(Cl)c2)cc1 (stereo not given)	-13	1	0.1	97	-6	18	11	5	-3	10
CC1CC(C)(C)OC(c2ccc(C(C)C)cc2)O1 (stereo not given)	0	5	-0.3	100	1	5	3	0	6	-38
O=S(=O)(c1ccc2c(c1)OCCO2)N1CCN(S(=O)(=O)c2c(F)cc(F)cc2F)CC1	0	-1	-0.7	89	9	10	8	-1	-10	-35
COC(=O)[C@@]1(C)[C@H]2C(=O)N(Cc3ccccc3)C(=O)[C@H]2[C@H]2CN=C(SCc3ccccc3)N21	8	-4	-0.7	93	2	5	3	6	-6	-19
COc1ccc(Cl)cc1NC(=O)C1(c2cccs2)CCOCC1	2	-8	0.6	100	-1	11	0	0	-8	6

Source: PubChem (several laboratories)

Not all compounds are listed; rates above refer to the full screens.
